S1P3 antag = antagonists of human S1P3 receptor. Q99500. CHO S1P3 NFAT-BLA reporter, FRET fluorescence, antagonist mode. inhibition, % at 4.98 µM. hit rate 0.27% among 170,000. AID 485;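 active means inhibition above the plate cutoff, the mean inhibition of test wells on that plate plus 3 SD, cut at about 28% in these data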;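 further: cells challenged with S1P at its EC80 of 0.8 µM; blue over green emission ratio from cleaved BLA substrate after 4 h stimulation; 0% = S1P-stimulated wells and 100% = unstimulated DMSO-only wells; some compounds past the cut are filed as inactive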
Target sequence (Q99500 whole entry, looked up): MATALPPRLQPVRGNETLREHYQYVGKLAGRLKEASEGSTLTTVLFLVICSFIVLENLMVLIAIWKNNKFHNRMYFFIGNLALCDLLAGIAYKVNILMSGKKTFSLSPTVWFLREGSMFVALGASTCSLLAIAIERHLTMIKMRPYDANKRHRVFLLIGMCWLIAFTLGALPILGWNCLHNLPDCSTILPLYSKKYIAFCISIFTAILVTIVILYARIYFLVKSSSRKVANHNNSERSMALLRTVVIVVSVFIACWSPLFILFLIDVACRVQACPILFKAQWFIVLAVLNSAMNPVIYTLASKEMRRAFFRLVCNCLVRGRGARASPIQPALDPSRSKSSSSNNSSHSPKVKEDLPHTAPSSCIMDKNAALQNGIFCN
Hsp70 activator = switches on Hsp70 transcription. HeLa Hsp70 promoter luciferase reporter, luminescence; scaled: vehicle 0, proteasome-inhibitor control 100%. hit rate 0.04% among 200,000. activation, % at 10 µM;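 active means activation above the mean across all tested compounds plus 3 SD, cutoff set per campaign, cut at about 5.5% in these data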;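 further: 100% = MG132 at 30 µM as the positive control and 0% = DMSO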
DTT redox prof = compounds producing H2O2 with reducing agent – biochemical, NIH compound library profiling, artefact control for MLSCN library redox annotation, primary screen; AID 878; activation, % at 10 µM; DTT-dependent redox cycling H2O2, phenol red/HRP absorbance; 100% = 100 µM peroxide control, 0% = buffer; hit rate 0.03% among 200,000;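 active means activation of at least 50% relative to the plate's high and low controls in the primary single-dose screen; inactive means activation below 50%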;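 further: compound incubated with DTT at 0.8 mM final as the reducing agent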
PMI act hi M6P = PMI (human) activation, high substrate | activation factor at 20 µM | hit rate 0.34% among 190,000 | coupled PMI enzyme assay, resazurin fluorescence, 20 min; hits give high values; 1 = untreated enzyme, 0 = substrate-free blank;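 active means activation factor of 2 or more at 20 µM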
Target sequence (P34949 whole entry, looked up): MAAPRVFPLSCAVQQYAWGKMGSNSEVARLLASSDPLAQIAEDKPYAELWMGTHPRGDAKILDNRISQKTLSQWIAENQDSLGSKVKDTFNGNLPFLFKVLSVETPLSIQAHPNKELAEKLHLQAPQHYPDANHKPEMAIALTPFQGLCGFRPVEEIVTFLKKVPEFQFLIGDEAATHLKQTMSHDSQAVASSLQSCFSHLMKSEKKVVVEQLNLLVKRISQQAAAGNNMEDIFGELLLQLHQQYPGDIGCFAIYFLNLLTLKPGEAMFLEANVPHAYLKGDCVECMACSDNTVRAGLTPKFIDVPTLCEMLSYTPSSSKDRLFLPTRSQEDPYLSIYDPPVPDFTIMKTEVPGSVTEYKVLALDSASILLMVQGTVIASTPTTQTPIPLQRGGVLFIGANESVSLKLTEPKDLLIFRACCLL
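Material: human phosphomannose isomerase with PGI, G6PDH, diaphorase coupling enzymes; amount: PMI at 15 ng/mL final; also added: Mannose-6-phosphate 1.0 mM (near-saturating) plus 0.22 mM NADP+; incubation: enzyme reaction with compound 20 min at room temperature; signal: resorufin fluorescence (Ex 544/Em 590 nm) from resazurin via diaphorase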
PMI activator = activators of human phosphomannose isomerase; hit rate 0.005% among 190,000; activation factor at 20 µM; P34949; purified human PMI, coupled resazurin fluorescence, 20 min; hits give high values; 1 = vehicle control, 0 substrate-free wells;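 active means activation factor of 2 or more at 20 µM, relative to plate controls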
RAM inhibit = blocks the yeast RAM network. S. cerevisiae dse1pr::URA3 reporter, 5-FOA growth OD615, 2 d; analog-sensitive cbk1-as2 kinase mutant strain. inhibition, % at 50 µM. hit rate 1.8% among 190,000. AID 868;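 active means inhibition above a set limit, 3 SD over mean compound inhibition, cut at about 8.4% in these data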;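 further: 0% = DMSO-only wells with no growth and 100% = 10 µM 1-NA-PP1 full growth; inhibition rescues growth on 5-FOA so higher OD means more RAM inhibition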
Diaph act CS = diaphorase activation or chemical reduction counter-screen; Diaphorase/resazurin coupled assay, resorufin fluorescence, 16 min; hits give high values; 1 = vehicle wells, 0 = NADH-free wells; activation factor at 20 µM; hit rate 0.005% among 190,000; AID 1229;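 active means diaphorase activity raised at least twofold by the compound at 20 µM; inactive means activation factor below 2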
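System – purified diaphorase enzyme from Clostridium kluyveri · Input – enzyme 0.07 U/mL final · Also added – final NADH 0.114 mM, resazurin 0.1 mM · Measured by – fluorescence of resorufin, 544 nm excitation, 590 nm emission · Timing – 16 min enzyme reaction, ambient temperature · Measure – resorufin increase flagging diaphorase activators or reducers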
L major viab = inhibitors of Leishmania major promastigote growth; Leishmania major promastigotes, resazurin fluorescence viability; inhibition, % at 10 µM; hit rate 9% among 200,000;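 further: promastigotes grown with compound for 44 hours at 28 °C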
G6PDH counter = counter-screen for G6PDH assay hits: L. mesenteroides G6PDH inhibition; Purified L. mesenteroides G6PDH, diaphorase/resazurin coupled fluorescence, 45 min; inhibition, % at 5 µM; hit rate 0.12% among 200,000; AID 1020
TLR4-MyD88 BLA = TLR4-MyD88 interaction inhibition in cells. AID 861. O00206+Q99836. hit rate 0.18% among 200,000. inhibition, % at 8.4 µM. HeLa CL3-4 TLR4/MyD88 BLA complementation, FRET ratio; in the data active means inhibition above about 25%;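 further: 0% = vehicle and 100% = reference inhibitor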
Diaph inh CS = diaphorase inhibition or chemical oxidation counter-screen; diaphorase resazurin-to-resorufin fluorescence, NADH, 16 min; bacterial (C. kluyveri) enzyme, not human; AID 1217; inhibition, % at 20 µM; hit rate 0.69% among 190,000;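 active means primary screen inhibition at 20 µM above a set limit, cut at about 50% in these data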;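 further: plate controls were DMSO with full reaction for no effect and wells lacking NADH for full effect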
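Assay system: diaphorase enzyme from Clostridium kluyveri; Input: enzyme working solution with 0.14 U/mL diaphorase; Timing: 16 min at room temperature; Technique: resorufin fluorescence, excitation 544 nm, emission 590 nm; Benchmarks: positive control minus NADH, DMSO neutral control.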
Starred values were filed as active, the others as inactive; x = not tested or not shown. Unless noted, no stated cut-off is given here; in the data, active means inhibition above about 50%; inactive means the rest. Compounds as they come. About 12% of those tested had a hit in this group.

SMILES	S1P3 antag	Hsp70 activator	DTT redox prof	PMI act hi M6P	PMI activator	RAM inhibit	Diaph act CS	L major viab	G6PDH counter	TLR4-MyD88 BLA	Diaph inh CS
CCCCNCCCCOc1ccccc1	x	-0.4	0.0	1	1	-0.6	0.9	88*	1	-10	10
CCCCNS(=O)(=O)c1ccc2nc(-c3cccnc3)cc(C(=O)NC(C)C)c2c1	-4	0.0	0.5	1.1	1.1	8.1	1	-4	9	10	2
S=c1[nH]cnc2scc(-c3ccc(Br)cc3)c12	14	-0.3	-0.6	1.1	1.1	2.5	0.7	-1	0	-17	30
CC(Sc1cccc[n+]1[O-])C(=O)Nc1ccc(Oc2ccccc2)cc1 (stereo unspecified)	-20	0.2	-0.8	1	1	0.4	0.9	9	-10	-2	9
COc1ccc(C(=O)N2CCC(N3CCN(c4ccccc4)CC3)CC2)cc1	x	-0.1	1.0	1	1	3.8	0.8	91*	0	10	22
O=C(NCc1cccnc1)c1ccc(-c2ccccc2[N+](=O)[O-])o1	-3	-0.1	0.0	1.7	1.5	0.3	0.9	-8	7	7	13
O=C1OCCN1CCNCc1cn(-c2ccc(F)cc2)nc1-c1ccccc1Cl	-23	-0.3	-1.4	1	1	1.4	1	6	4	-5	4
Cc1[nH]c(=O)[nH]c(=O)c1NS(=O)(=O)c1ccccc1	-9	-0.3	0.2	1.1	1	0.5	1	3	-3	-4	3
C=CCOc1cccc(CNn2cn[nH]c2=S)c1	x	-0.4	1.9	1.1	0.8	1.8	0.9	0	2	4	14
CCC(=O)N1CCc2cc(S(=O)(=O)NC(Cc3ccccc3)C(=O)NC3CCCCC3)ccc21 (stereo unspecified)	-15	-0.3	0.0	1.1	1.1	14*	1.1	7	4	8	-8
Cc1ccc2cc(COC(=O)c3ccncc3)c(=O)[nH]c2c1	5	-0.3	-0.3	1	1	2.0	1	-5	10	2	4
Cc1nc(SCC(=O)Nc2nc3ccccc3s2)c(C#N)c(C)c1C	8	-0.7	0.0	1.1	1.2	7.0	0.8	10	-2	-13	24
COC(=O)C1=C(C)N(Cc2cccnc2)C(=O)/C1=C\c1sccc1C	0	-0.3	-0.3	1	1	-1.2	1	18	20	-6	0
CC1(C)Cc2ccccc2C(=NCCCCCC(=O)O)N1	x	-0.1	-0.7	1	1.1	3.1	1.1	-9	4	-8	-7
COc1ccc(C(=O)/C=C\N2CCOCC2)cc1	-61	-0.4	1.4	1	1	3.4	1	0	2	-11	1
COC(=O)CCC(=O)Nc1nnc(C(F)(F)F)s1	x	0.2	0.4	1	1	1.6	0.9	-5	-6	-3	7
O=C(Nc1ccc(-c2ccccc2)cc1)c1ccco1	-19	-0.4	-0.4	1.1	1	2.2	1	-4	6	-2	2
O=C(CSc1nnc(-c2ccco2)o1)c1ccccc1	12	0.6	1.6	0.9	1	3.5	0.9	4	4	-3	5
COc1cccc(/C=N/c2sc(Cc3ccccc3)c(C)c2C(N)=O)c1O	-7	-0.2	0.3	0.8	0.8	2.7	0.9	44	-16	-3	14
COc1ccc(C2NC3=C(CCC3)C3(C#N)C(OC)(OC)N=C(N)C23C#N)cc1 (stereo unspecified)	x	-0.6	-1.2	0.7	1	1.2	0.8	2	4	-4	20
O=C(CCCN1C(=O)c2cccc3cccc(c23)C1=O)NCc1ccco1	-14	0.1	0.4	0.9	0.9	2.5	0.8	-3	12	-5	22
Cc1cc(C)nc(NS(=O)(=O)c2ccc(NC(=O)c3ccc(S(=O)(=O)N4CCOCC4)cc3)cc2)n1	x	-0.4	-4.2	1	0.9	0.8	0.9	-5	13	-1	8
CSc1nnc(C)c(=O)n1COC(=O)c1ccc(S(=O)(=O)N(C)C)cc1	5	-0.2	-0.2	1	1	0.7	0.9	-1	8	-3	7
O=[N+]([O-])c1cc(Cl)c(O)c2ncccc12	-18	-0.1	-1.9	0.7	0.5	-1.3	0.6	14	59*	9	41
C=CCn1c(C)cc(C(=O)COC(=O)c2ccc3c(c2)NC(=O)CS3)c1C	-18	-0.6	-0.5	0.8	1	2.1	0.9	-1	3	10	12

More results follow.
SMILES	S1P3 antag	Hsp70 activator	DTT redox prof	PMI act hi M6P	PMI activator	RAM inhibit	Diaph act CS	L major viab	G6PDH counter	TLR4-MyD88 BLA	Diaph inh CS
Cc1ccc(-n2ncc3c2ncn2c(-c4ccncc4)nnc32)cc1	2	x	x	1	1.1	x	1	x	12	x	-4
Cn1cccc1/C=N/NC(=O)c1sc2ccccc2c1Cl	x	0.0	-3.9	0.9	0.9	1.6	0.8	0	3	1	17
Cc1ccc(C(O)CN2C3=NCCCN3c3ccccc32)cc1 (stereo unspecified)	x	0.6	-0.2	1	1	-1.5	0.8	20	-3	7	17
COCCOC(=O)c1c(C)n(C)c2ccc(OC(=O)N3CCOCC3)cc12	-15	0.5	0.1	1.1	1	-0.3	1	1	3	-8	-4
CCc1ccccc1S(=O)(=O)Cc1ccc(C(=O)NCC2CCCO2)o1 (stereo unspecified)	-7	-0.3	1.2	1	0.9	0.7	1	-4	4	1	-1
CC(=O)Nc1cc2c(cc1NC(=O)c1cnccn1)OCCO2	x	-0.3	0.1	1.1	1	0.1	1.1	-2	14	-16	-6
COc1ccc(NS(=O)(=O)c2ccc(S(=O)(=O)N3CCCC3)cc2)cc1	x	-0.1	0.1	1	0.9	1.1	0.8	52*	3	1	15
CN(CCC#N)C(=O)COC(=O)c1ccc2c(=O)n3c(nc2c1)CCC3	-4	-0.1	0.2	1.1	1.1	1.2	1.1	0	3	-16	-5
OCCN1CCN(c2nc(-c3ccccc3)c3cc(Cl)ccc3n2)CC1	2	-0.3	2.2	0.8	0.7	0.0	0.8	10	3	5	19
CCSc1oc(-c2ccco2)nc1S(=O)(=O)c1ccc(F)cc1	x	-0.4	-0.8	1.6	1.2	0.6	0.8	0	-23	4	22
CCOc1ncccc1C(=O)N1CCN(S(=O)(=O)c2ccc(Br)cc2Cl)CC1	-20	-0.2	-0.4	1	1.1	6.3	0.9	-1	0	-7	9
CCN(c1ccccc1)S(=O)(=O)c1cnc[nH]1	-2	-0.3	-1.0	0.9	1	0.7	0.9	-6	10	-4	11
Cc1cc(NC(=O)c2cccc(S(=O)(=O)N3CCOCC3)c2)no1	x	-0.5	0.3	1	1	0.0	0.9	-3	6	8	10
CCN(CC(=O)Nc1cccc(OC)c1)c1ncnc2sc(C)c(C)c12	3	-0.4	-0.4	1	0.9	3.0	0.9	2	19	5	12
CNC(=O)CN(c1ccc(F)cc1)S(=O)(=O)c1cc(C)ccc1OC	x	-0.3	0.2	1	1	0.8	1	-3	4	-11	4
Cc1ccc(C)c2c1cc(C)c1nnc(SCC(=O)Nc3nc4c(s3)CCCC4)n12	-12	-0.1	0.0	1	1	1.2	1	3	-18	-2	3
Cc1nc(NC(=O)CSc2nnc(N)s2)c(Cl)cc1Cl	-10	-0.4	-0.8	1.5	1.3	0.0	0.7	-3	4	3	31
CC1(C(=O)O)CCC(C(=O)N2CCOCC2)C1(C)C (stereo unspecified)	4	-0.2	-0.1	1	1	-1.6	0.9	-1	10	-8	8
O=C(c1coc(=O)c(Br)c1)N1CCCc2ccccc21	x	-0.3	-2.4	0.8	1.2	1.3	0.9	4	20	-9	8
CC(C)N1C(=O)N(c2ccccc2)C(C)(O)CC1(C)C (stereo unspecified)	7	-0.2	-0.2	1.1	0.9	-0.6	1	3	5	-7	4
Cc1cccc(NC(=O)c2onc3c2CCCC3)c1C	x	0.1	-3.4	1	1.1	0.0	1	3	1	5	1
Cc1n[nH]c(=S)n1/N=C/c1ccccc1OCc1ccc(Cl)cc1	x	-0.3	1.5	1	1.1	2.6	0.9	3	4	2	9
CC(C)N(Cc1nc(-c2ccccc2)no1)C(=O)c1ccc2c(c1)OCO2	17	-0.3	1.9	0.9	0.9	-0.4	0.9	17	-10	7	12
O=C1C=C(N2CCCCCC2)C2(CCCCC2)O1	5	-0.1	-0.3	0.9	1	-0.8	1.1	2	12	-2	-12
CS(=O)(=O)N(CC(=O)Nc1ccc(F)cc1F)c1cccc([N+](=O)[O-])c1	x	-0.2	1.7	0.9	0.9	2.6	0.9	-5	4	15	14

Remaining list, next part:
SMILES	S1P3 antag	Hsp70 activator	DTT redox prof	PMI act hi M6P	PMI activator	RAM inhibit	Diaph act CS	L major viab	G6PDH counter	TLR4-MyD88 BLA	Diaph inh CS
O=C(Nc1nnc(CCS(=O)(=O)c2ccc3ccccc3c2)s1)c1cccs1	-1	-0.5	0.3	1.1	0.9	3.2	1	-6	6	4	0
Cn1c(N/N=C\c2cccc(O)c2)cc(=O)n(C)c1=O	2	0.2	-0.4	0.8	0.9	0.1	0.9	-6	1	-13	7
Cc1ccc(C)c(CSc2nc(-c3ccco3)nc3c2c(=O)n(C)c(=O)n3C)c1	-10	-0.2	0.3	1	0.9	4.5	1	5	-1	-13	2
C(=C\c1ccccc1)/C=N/Nc1nc(N2CCOCC2)nc(N2CCOCC2)n1	x	-0.5	-3.9	1.1	1	1.5	0.9	0	-2	0	7
COC(=O)c1c(NC(=O)COC(=O)CNC(=O)C2CCCCC2)sc(C)c1C	6	-0.4	0.0	1	1	3.8	0.9	0	-9	-5	10
Cc1ccc(C2=Nc3ccccc3NC(C)(c3ccc(C)o3)C2)o1 (stereo unspecified)	-8	0.6	2.4	0.9	0.7	1.1	0.7	18	-9	11	32
Cc1cc(C)cc(NC(=S)NC2CC3CCC(C2)N3Cc2ccco2)c1 (stereo unspecified)	x	-0.2	-3.9	1	1	-0.9	0.9	90*	8	2	10
O=C(NNC(=S)Nc1ccccc1)c1cccc(Br)c1	x	-0.1	-0.2	1.1	1	2.4	0.7	5	2	3	25

Limited to RAM inhibit and S1P3 antag (four entries from above):
| structure | RAM inhibit | S1P3 antag |
| --- | --- | --- |
| CC(=O)Nc1cc2c(cc1NC(=O)c1cnccn1)OCCO2 | 0.1 | x |
| Cc1ccc(C)c(CSc2nc(-c3ccco3)nc3c2c(=O)n(C)c(=O)n3C)c1 | 4.5 | -10 |
| O=C1OCCN1CCNCc1cn(-c2ccc(F)cc2)nc1-c1ccccc1Cl | 1.4 | -23 |
| CCCCNCCCCOc1ccccc1 | -0.6 | x |

Screening results deposited in PubChem by several laboratories.
